High-throughput results deposited in PubChem BioAssay by several laboratories.
Ba/F3 V617F tox – reduced viability of JAK2V617F-dependent Ba/F3 cells, primary screen, JAK2V617F inhibitor project, cell-based, Ba/F3 EpoR-JAK2V617F, luminescence. ATP luminescence. inhibition, % at 5.6 µM. actives 1.1% (n = 220,000);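 active means inhibition above the campaign mean plus 3 SD over all tested compounds, cut at about 24% in these data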;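 further: cytokine-independent growth of Ba/F3 cells driven by EpoR plus mutant JAK2; 0% = DMSO-treated cells and 100% = JAK inhibitor I control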
RBBP9 inh – human RBBP9 inhibitors, primary screen, biochemical, fluorescence polarization, FP-Rh probe, HTS | inhibition, % at 7.94 µM | Serine hydrolase RBBP9 (Homo sapiens), O75884 | AID 1515, 2009 | recombinant RBBP9 | actives 0.2% (n = 220,000);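 active means inhibition above the campaign mean of all tested compounds plus 3 SD, cut at about 14% in these data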;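 further: plate controls were DMSO wells with RBBP9 for no effect and wells lacking RBBP9 protein for full effect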
Target sequence (O75884 whole entry, looked up): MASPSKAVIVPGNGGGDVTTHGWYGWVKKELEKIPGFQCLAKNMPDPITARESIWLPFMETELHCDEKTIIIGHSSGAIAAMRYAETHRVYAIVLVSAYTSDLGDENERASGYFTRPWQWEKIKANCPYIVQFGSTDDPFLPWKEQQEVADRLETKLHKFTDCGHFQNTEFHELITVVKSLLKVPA
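Test system: recombinant human RBBP9; Timing: 30 min then 45 min, 25 °C; Detection: fluorescence polarization; Control set: RBBP9 with DMSO as uninhibited control, no-protein wells as full inhibition; Compound dosing: one concentration, 7.94 µM nominal, 0.794% DMSO; Probe or stimulus: FP-Rh activity-based probe, 375 nM before mixing.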
Runt-CBFb FRET – inhibitors of RUNX1 Runt–CBFb binding, primary screen, biochemical, FRET, Cerulean-Runt, Venus-CBFb, uHTS; Runt-related transcription factor 1 (Homo sapiens) + Core-binding factor subunit beta …; Cerulean-Runt/Venus-CBFb FRET ratio 530/480, 1 h; inhibition, % at 20 µM; actives 0.46% (n = 220,000); AID 1496, 2009;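 active means inhibition over about 50% at 20 µM in the single-dose screen, limit read from the data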;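 further: 0% = DMSO wells and 100% = excess unlabeled CBFb competitor control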
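Measured by: fluorescence energy transfer, 422 nm excitation, 530/480 nm emission; Assay system: Cerulean-Runt domain; Medium: Tris pH 7.5 buffer with BSA; Measure: loss of energy transfer signal; Controls: 5 µM unlabeled CBFb as full-inhibition high control; Incubation: protein complex preformed 1 h, compound exposure 1 h, room temperature, dark.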
S1P4 antag – S1P4 receptor antagonists, primary screen, cell-based | Sphingosine 1-phosphate receptor 4 (Homo sapiens), O95977 | S1P4-expressing cells, antagonist mode, reporter read-out | inhibition, % at 4.98 µM | actives 0.26% (n = 220,000) | AID 1510, 2009; in the data active means inhibition above about 29%;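 further: 0% = wells stimulated with agonist and 100% = vehicle wells without agonist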
Target sequence (O95977 whole entry, looked up): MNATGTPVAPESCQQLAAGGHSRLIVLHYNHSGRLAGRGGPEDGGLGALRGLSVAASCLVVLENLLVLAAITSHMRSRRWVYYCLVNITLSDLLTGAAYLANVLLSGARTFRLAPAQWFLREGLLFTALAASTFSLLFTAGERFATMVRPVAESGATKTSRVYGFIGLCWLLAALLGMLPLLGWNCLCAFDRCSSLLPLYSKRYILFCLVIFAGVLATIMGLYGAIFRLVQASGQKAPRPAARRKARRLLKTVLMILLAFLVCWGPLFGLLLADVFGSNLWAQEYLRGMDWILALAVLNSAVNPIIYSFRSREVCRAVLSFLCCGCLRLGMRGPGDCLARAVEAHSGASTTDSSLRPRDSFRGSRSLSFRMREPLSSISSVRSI
BaF3 parental – parental Ba/F3 cell viability inhibition, counter-screen for JAK2V617F inhibitor project, murine pro-B, CellTiter-Glo luminescence. actives 1.1% (n = 220,000). inhibition, % at 5.6 µM. CellTiter-Glo ATP luminescence;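 active means inhibition above a per-campaign cutoff, the mean inhibition of all tested compounds plus 3 SD, cut at about 27% in these data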;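 further: 0% = DMSO wells and 100% = JAK Inhibitor I control wells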
NPY-Y1 PAM-ag – NPY-Y1 receptor potentiators or agonists, primary screen, cell-based. Neuropeptide Y receptor type 1 (Homo sapiens), P25929. NPY-Y1 expressing cells, potentiator/agonist activation. activation, % at 3.6 µM. actives 0.37% (n = 220,000). AID 1304, 2008; in the data active means activation above about 33%, passing the limit was not always enough;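 further: cells stimulated with NPY at EC10 then isoproterenol at EC100; 0% = low agonist plus stimulus and 100% = saturating agonist plus stimulus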
S1P4 ag – S1P4 receptor agonists, primary screen, cell-based; S1P4-expressing cell line, agonist reporter assay; activation, % at 4.98 µM; actives 0.35% (n = 220,000); Sphingosine 1-phosphate receptor 4 (Homo sapiens), O95977; in the data active means activation above about 11%;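 further: 0% = DMSO vehicle and 100% = reference agonist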
NPY-Y1 antag – NPY-Y1 receptor antagonists, primary screen, cell-based; Neuropeptide Y receptor type 1 (Homo sapiens), P25929; HEK293-CNG Y1 cells, membrane potential fluorescence; NPY at EC95, then isoproterenol; inhibition, % at 3.6 µM; actives 1% (n = 200,000);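 active means inhibition above the campaign mean inhibition of all tested compounds plus 3 SD, cut at about 20% in these data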;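 further: 0% = DMSO wells given NPY plus isoproterenol and 100% = isoproterenol alone without NPY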
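Test system: HEK293 cells co-expressing NPY Y1 receptor and cyclic-nucleotide gated channel; Also added: NPY (25 nM), isoproterenol (1 µM), Ro 20-1724 (25 µM); Compound dosing: one concentration, 3.6 µM, in 0.4% DMSO; Timing: dye 3 h, compound 60 min room temperature, stimulation 45 min; Technique: Membrane-potential fluorescent dye readout.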
NPY2 pot ag – NPY-Y2 potentiators or agonists, primary screen, cell-based | Neuropeptide Y receptor type 2 (Homo sapiens), P49146 | cells expressing NPY-Y2, potentiator/agonist read-out | activation, % at 3.6 µM | actives 0.45% (n = 220,000); in the data active means activation above about 27%;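 further: cells stimulated with NPY near EC25 plus isoproterenol at EC100; 0% = vehicle plus submaximal agonist and 100% = vehicle plus saturating agonist; some results beyond the cut were filed as inactive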
Target sequence (P49146 whole entry, looked up): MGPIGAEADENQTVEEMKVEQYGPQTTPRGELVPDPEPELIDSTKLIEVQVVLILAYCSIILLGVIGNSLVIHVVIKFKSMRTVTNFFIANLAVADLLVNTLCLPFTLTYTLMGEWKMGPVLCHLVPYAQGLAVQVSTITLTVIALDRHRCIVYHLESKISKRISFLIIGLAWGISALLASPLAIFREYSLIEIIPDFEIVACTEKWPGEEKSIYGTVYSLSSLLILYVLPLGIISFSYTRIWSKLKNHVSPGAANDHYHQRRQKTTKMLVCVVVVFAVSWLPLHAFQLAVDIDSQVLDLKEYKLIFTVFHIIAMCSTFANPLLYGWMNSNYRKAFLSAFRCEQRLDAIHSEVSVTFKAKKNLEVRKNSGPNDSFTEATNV
An asterisk follows results filed as active; / = not tested or not shown; & = joins results of further samples. An unsorted share of the library. About 3.6% of those tested had a hit in this group.

SMILES	Ba/F3 V617F tox	RBBP9 inh	Runt-CBFb FRET	S1P4 antag	BaF3 parental	NPY-Y1 PAM-ag	S1P4 ag	NPY-Y1 antag	NPY2 pot ag
O=C(OCC(=O)N1CCN(C(=O)c2ccco2)CC1)c1cc(=O)c2ccccc2o1	1.2	-0.2	-2.8	3.1	3.5	16.2	1.9	-0.7	6.0
O=C(Nc1ccccc1F)c1cc2c(s1)-c1ccccc1S(=O)(=O)C2	5.5	-11.4	-4.6	-2.3	-1.1	5.8	-1.3	/	-52.7
COc1cc(C=O)ccc1OCc1ccccc1Br	-2.7	-0.1	-4.0	-22.6	4.2	-8.0	1.8	6.7	1.1
COc1ccc2cc(C3CC(c4ccco4)=NN3S(=O)(=O)c3ccccc3)c(Cl)nc2c1 (centres undefined)	-1.9	-8.8	-2.5	-10.3	6.2	6.7	0.5	-2.1	12.0
CS(=O)(=O)N1CCC(C(=O)Nc2ccccc2Sc2ccccc2)CC1	-2.9	-7.3	-1.4	-7.0	5.6	13.9	0.7	5.6	6.4
CCC(C)(C)NC(=O)CCCSc1nc2ccccc2[nH]1	-0.1	-1.4	0.0	-12.1	-2.4	21.1	0.9	/	21.9
CC(Oc1ccc(Cl)cc1Cl)c1ccnc(N)n1 (centres undefined)	4.1	-10.9	2.0	7.0	-1.3	0.5	-0.2	-3.9	-3.7
O/N=C/c1ccc(-c2cc(Cl)ccc2Cl)o1	-1.4	-12.6	-0.2	-22.3	5.7	0.2	0.7	-2.7	4.9
CCc1nc(SCc2ccc(C(=O)OC)o2)n[nH]1	1.4	-1.9	2.4	6.5	2.0	2.9	0.6	-0.2	-25.4
Cc1ccc(C)c(NC(=O)Cn2nnc(C(=O)Nc3c(C)cccc3C)c2N)c1	4.9	-7.4	-0.1	2.9	5.7	5.2	1.3	-2.9	-0.6
O=C(NNc1ncccc1-n1cccc1)c1ccc(Cl)cc1	-6.2	-9.8	0.4	-1.4	-0.6	6.3	0.5	/	3.6
COC(=O)c1cccc(-c2ccc(/C=N/N3C(=O)C4C5C=CC(C6CC56)C4C3=O)o2)c1 (centres undefined)	-2.8	-3.8	1.3	-22.1	1.1	-13.2	-0.6	-1.3	-18.0
O=C(N/N=C/c1c(Cl)cccc1Cl)c1n[nH]c2c1CCCC2	-0.4	0.1	-0.6	0.4	3.5	6.8	0.8	-3.6	-9.3
COc1ccc(-n2nc(C(=O)Nc3ccc4c(c3)OCO4)c3c4ccccc4n(C)c3c2=O)cc1	2.1	-5.9	-4.6	-4.7	2.3	-13.4	-0.7	3.8	2.7
C=Cc1ccc(CSc2cc(C)nc3nc(C)nn23)cc1	-1.2	-11.3	-1.1	7.4	-0.1	6.8	-1.8	/	0.5
Cc1ccccc1NC(=S)N1CCCN(Cc2ccc(F)cc2)C1	3.5	-4.0	-1.6	-1.6	6.0	-2.4	-0.6	9.3	-9.3
Cc1cc(C)c(C)c(/C=C(/C#N)C(N)=S)c1C	-2.8	-3.7	-3.7	0.2	-1.3	5.7	-3.1	4.5	8.4
CC1(C)C(=O)OC(c2cccs2)C2(CCCCC2)C1=O (centres undefined)	-3.4	-0.1	-1.1	14.3	4.2	-0.4	-1.9	0.5	-11.0
C#CCOCCOCCOCCNc1nc(N2CCN(C(=O)[C@H](CCC(=O)O)n3cc(C(N)CC(C)C)nn3)CC2)nc(N2CCN(C(=O)[C@H](Cc3ccc(O)cc3)n3cc(C(N)[C@H](C)CC)nn3)CC2)n1 (some centres undefined)	-3.4	3.9	0.6	-5.9	-0.2	16.9	-0.5	-0.6	-23.5
N#Cc1ncc(Cl)c2ccccc12	-2.3	-3.3	1.1	0.8	-3.8	-1.5	-0.8	/	0.2
COc1ccc2c(c1)[nH]c1c(=O)n(CCN3CCOCC3)cnc12	1.2	3.0	2.7	-1.6	-1.7	16.9	-0.5	/	-16.7
COc1ccccc1NC(=O)CC1C(=O)NCCN1C(=O)Nc1ccccc1 (centres undefined)	3.4	-9.5	2.1	-1.8	4.7	5.2	3.7	13.6	8.3
COc1ccc(OC)c(N2C(=O)[C@@H]3C(c4ccccc4Cl)=NO[C@@H]3C2=O)c1	-3.1	-1.7	0.5	-4.9	-1.6	-2.5	-1.4	1.7	10.8
CN(C)/C=N/c1nc(-c2ccc3c(c2)OCO3)cs1	4.9	-3.2	0.4	-16.4	7.9	3.0	0.5	3.3	12.4
CCN(CC)C(=S)Nc1cc(C(=O)OC)ccc1C(=O)OC	-1.9	2.6	20.5	-26.8	-0.1	9.6	2.6	4.5	-2.8

Other results follow:
SMILES	Ba/F3 V617F tox	RBBP9 inh	Runt-CBFb FRET	S1P4 antag	BaF3 parental	NPY-Y1 PAM-ag	S1P4 ag	NPY-Y1 antag	NPY2 pot ag
O=C1c2ccccc2C(Nc2ccc3c(c2)OCO3)N1Cc1ccc2c(c1)OCO2 (centres undefined)	0.8	-8.6	22.8	-5.6	2.0	-39.1	2.7	9.0	10.6
CCOc1ccc(C(=O)Nc2cccc3nsnc23)cc1[N+](=O)[O-]	-2.5	-4.6	-0.5	1.6	5.0	0.9	0.2	2.1	3.8
CCN1C(=C2C(=O)c3ccccc3C2=O)C=Cc2ccccc21	1.1	-3.6	-9.8	5.2	4.9	5.0	-0.3	-1.8	5.5
CC(=O)N1CCCc2cc(S(=O)(=O)N3CCN(C4CCCCC4)CC3)ccc21	-0.6	-4.1	-0.3	-32.0	3.8	19.2	2.2	-2.3	8.4
CCCC(=O)C1=C(O)C(C(=O)OC)C(C)(C)CC1=NC(C)C (centres undefined)	-3.7	-0.2	-2.3	-19.3	4.4	7.5	0.1	-2.2	3.0
Cc1ccccc1NC(=O)c1cccc(NC(=O)CCC(=O)O)c1	2.4	-5.7	/	-5.9	7.4	6.8	2.2	0.6	2.1
CCOC(=O)C(CC)(CC)C(=O)/C=C/c1ccc(OC)cc1	0.7	3.2	1.8	9.8	-1.6	10.1	0.1	/	-35.6
CC1CCCC(NC(=O)COC(=O)CCC2CCCC2)C1C (centres undefined)	0.3	-1.2	0.8	7.4	2.8	-14.1	0.3	4.8	7.5
CCc1nc(SCC(=O)Nc2ccnc3ccccc23)n[nH]1	-4.1	3.0	-0.4	-0.4	3.0	-15.3	-0.4	-5.5	-1.8
N/C(=N\O)c1ccccc1N1CCCCC1	1.4	-7.8	1.1	1.0	1.9	-2.5	-0.4	-0.4	-1.9
NS(=O)(=O)c1ccc(CCNC(=O)C2CCCCN2S(=O)(=O)c2ccccc2)cc1 (centres undefined)	-2.6	-5.5	-0.8	-1.4	3.4	-2.5	-2.2	5.0	-11.9
CNc1c(N)n(Cc2ccccc2)c(=O)[nH]c1=O	1.0	3.4	4.5	-11.4	6.5	1.2	1.3	2.9	-5.3
CCOc1ccc(-n2ccnc2SCC(=O)Nc2nnc(CC)s2)cc1	1.4	-0.4	0.3	2.4	7.7	3.0	-0.8	1.9	-1.2
CC(Nc1ccccc1N1CCCCC1)C(=O)N1CCc2ccccc21 (centres undefined)	1.4	-11.3	0.3	6.4	5.4	-8.2	-0.2	1.9	-9.9
CCc1cc2c(=O)c(-c3cnn(-c4ccccc4)c3)c(C)oc2cc1OCC(=O)Nc1ccc(F)c(F)c1	2.5	-4.5	-4.4	2.0	4.7	4.7	-1.2	-3.2	2.3
Cc1ccc(-c2nc(-c3ccccn3)no2)cc1[N+](=O)[O-]	0.6	0.6	0.6	-8.2	-3.9	14.2	2.4	/	-6.9
CCn1c(SCc2ccc(Cl)cc2)nnc1-c1ccccc1	-1.1	-3.8	-2.5	-12.4	3.5	-4.3	0.8	3.3	-0.5
O=C(NCc1ccco1)c1ccccc1NC(=O)C1CC(=O)N(c2ccc(Cl)cc2)C1 (centres undefined)	-5.4	-4.5	-0.3	-2.6	3.3	-9.2	1.7	3.3	-10.1
Cc1cccc(Oc2ccc(NC(=O)C3CC=CCC3C(=O)O)cc2)c1 (centres undefined)	-2.0	-3.0	1.0	-8.8	-0.1	4.0	-0.3	0.1	-1.7
Nc1ccc(C(=O)O)c(O)c1	-0.3&1.3&1.2	-1.5&-2.9&-2.2	2.9&-0.3	2.4&-4.4&-6.7	1.0&7.0&3.2	14.2&2.5&8.6	0.2&1.9&1.1	1.2&-2.2&3.4	4.0&-0.6&10.2
CC(=O)NC1=NN(C(C)=O)C(C)(CS(=O)(=O)c2ccc3ccccc3c2)S1 (centres undefined)	-2.9	-0.3	-3.0	-0.1	4.4	13.0	-1.1	-3.0	8.0
CCCc1nnc(NC(=O)c2cccc(OC)c2)s1	-3.0	-5.5	-1.9	-21.0	2.0	-0.4	-0.4	6.4	7.6
Cc1nc(-n2ncc(C#N)c2N)c2c3c(sc2n1)CCC3	1.2	-2.9	1.0	3.3	7.1	-4.8	-2.8	14.4	-1.5

Shown with values under each structure: six of the compounds above.
Every second line gives: Ba/F3 V617F tox, RBBP9 inh, Runt-CBFb FRET, S1P4 antag, BaF3 parental, NPY-Y1 PAM-ag, S1P4 ag, NPY-Y1 antag, NPY2 pot ag
- CCc1nc(SCC(=O)Nc2ccnc3ccccc23)n[nH]1
→ -4.1, 3.0, -0.4, -0.4, 3.0, -15.3, -0.4, -5.5, -1.8
- N/C(=N\O)c1ccccc1N1CCCCC1
→ 1.4, -7.8, 1.1, 1.0, 1.9, -2.5, -0.4, -0.4, -1.9
- NS(=O)(=O)c1ccc(CCNC(=O)C2CCCCN2S(=O)(=O)c2ccccc2)cc1 (centres undefined)
→ -2.6, -5.5, -0.8, -1.4, 3.4, -2.5, -2.2, 5.0, -11.9
- CNc1c(N)n(Cc2ccccc2)c(=O)[nH]c1=O
→ 1.0, 3.4, 4.5, -11.4, 6.5, 1.2, 1.3, 2.9, -5.3
- CCOc1ccc(-n2ccnc2SCC(=O)Nc2nnc(CC)s2)cc1
→ 1.4, -0.4, 0.3, 2.4, 7.7, 3.0, -0.8, 1.9, -1.2
- CC(Nc1ccccc1N1CCCCC1)C(=O)N1CCc2ccccc21 (centres undefined)
→ 1.4, -11.3, 0.3, 6.4, 5.4, -8.2, -0.2, 1.9, -9.9
